PREPL inhibitor = PREPL enzyme inhibitors, primary screen, biochemical, fluorescence polarization. Prolyl endopeptidase-like (Homo sapiens), Q4J6C6. recombinant PREPL, fluorescence polarization activity-based probe. inhibition, % at 5.96 µM. actives 0.68% (n = 320,000); in the data active means inhibition above about 43%;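 further: 0% = enzyme with DMSO and 100% = wells lacking enzyme; many of its hits are not listed in these tables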
PAFAH2 FP inh = PAFAH2 enzyme inhibitors, primary screen, biochemical, fluorescence polarization, human | Platelet-activating factor acetylhydrolase 2, cytoplasmic (Homo sapiens), Q99487 | inhibition, % at 3.39 µM | actives 0.99% (n = 340,000) | recombinant PAFAH2, FP-rhodamine activity probe | AID 492956, 2010;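 active means inhibition above the mean over all tested compounds plus 3 SD, cut at about 30% in these data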;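 further: inhibitors block probe labeling of enzyme so polarization drops; 0% = enzyme with DMSO and 100% = wells lacking PAFAH2 protein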
EBNA-1 inhibitor = EBNA-1 DNA-binding inhibitors, primary screen, biochemical, fluorescence polarization; inhibition, % at 14.8 µM; AID 1950, 2009; actives 0.34% (n = 300,000); in the data active means inhibition above about 28%
ZTA DNA inh = ZTA (EBV) inhibition in EBNA-1 counter-screen; P03206; ZTA-DNA binding, fluorescence polarization; inhibition, % at 11 µM; actives 0.15% (n = 320,000); AID 2234; in the data active means inhibition above about 33%
PAD4 FP inh = human PAD4 inhibitors, primary screen, biochemical, fluorescence polarization, 1536-well format. Protein-arginine deiminase type-4 (Homo sapiens), Q9UM07. AID 485272, 2010. recombinant PAD4, RCA probe fluorescence polarization. inhibition, % at 6.36 µM. actives 0.41% (n = 330,000);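 active means percent inhibition above a cutoff equal to the mean of all tested compounds plus 3 SD, cut at about 15% in these data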;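 further: 0% = PAD4 with RCA probe and DMSO and 100% = probe without PAD4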
Target sequence (Q9UM07 whole entry, looked up): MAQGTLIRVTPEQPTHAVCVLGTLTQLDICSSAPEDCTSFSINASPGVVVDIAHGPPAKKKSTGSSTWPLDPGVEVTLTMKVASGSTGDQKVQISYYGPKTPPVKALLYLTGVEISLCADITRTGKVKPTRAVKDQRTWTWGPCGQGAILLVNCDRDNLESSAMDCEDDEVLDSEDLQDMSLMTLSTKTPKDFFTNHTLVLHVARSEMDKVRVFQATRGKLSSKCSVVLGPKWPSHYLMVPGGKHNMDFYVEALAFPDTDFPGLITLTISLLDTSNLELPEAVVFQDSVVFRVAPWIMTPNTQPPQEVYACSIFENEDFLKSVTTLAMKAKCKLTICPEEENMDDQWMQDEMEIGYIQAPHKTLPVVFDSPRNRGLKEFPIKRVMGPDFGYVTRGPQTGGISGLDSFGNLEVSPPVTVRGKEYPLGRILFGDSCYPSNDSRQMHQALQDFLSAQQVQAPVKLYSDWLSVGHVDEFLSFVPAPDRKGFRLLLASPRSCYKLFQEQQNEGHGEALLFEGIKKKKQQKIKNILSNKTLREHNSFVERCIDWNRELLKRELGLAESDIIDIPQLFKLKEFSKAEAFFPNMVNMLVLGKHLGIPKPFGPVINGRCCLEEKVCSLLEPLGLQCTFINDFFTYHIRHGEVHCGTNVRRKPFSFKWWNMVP
LYPLA2 inh = LYPLA2 inhibitors, primary screen, counter-screen for PME1 inhibitor project, biochemical, fluorescence polarization, FP-Rh probe ABPP; Acyl-protein thioesterase 2 (Homo sapiens), O95372; recombinant LYPLA2; inhibition, % at 5.9 µM; actives 0.38% (n = 320,000); AID 2177, 2009;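 active means inhibition above the screen-wide mean plus 3 SD, limit set per campaign, cut at about 26% in these data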;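 further: 0% = LYPLA2 with DMSO and 100% = wells lacking LYPLA2 enzyme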
Target sequence (O95372 whole entry, looked up): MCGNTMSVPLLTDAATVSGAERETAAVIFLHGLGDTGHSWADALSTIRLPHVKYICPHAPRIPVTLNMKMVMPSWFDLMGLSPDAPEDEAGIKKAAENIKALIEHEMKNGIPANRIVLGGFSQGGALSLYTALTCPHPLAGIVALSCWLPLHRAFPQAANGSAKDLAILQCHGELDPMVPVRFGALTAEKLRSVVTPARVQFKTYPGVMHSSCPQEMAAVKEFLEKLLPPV
PAFAH1B3 FP inh = PAFAH1B3 enzyme inhibitors, primary screen, biochemical, fluorescence polarization, human. Platelet-activating factor acetylhydrolase IB subunit alpha1 (Homo sapiens), Q15102. AID 492972, 2010. actives 0.28% (n = 340,000). recombinant PAFAH1B3, FP-rhodamine probe. inhibition, % at 3.39 µM;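 active means inhibition above the screen-wide average of all tested compounds plus 3 SD, cut at about 25% in these data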;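 further: 0% = enzyme with DMSO only and 100% = wells lacking PAFAH1B3 protein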
LYPLA1 inh = LYPLA1 inhibitors, primary screen, counter-screen for PME1 inhibitor project, biochemical, fluorescence polarization, FP-Rh probe ABPP; recombinant LYPLA1; Acyl-protein thioesterase 1 (Homo sapiens), O75608; AID 2174, 2009; inhibition, % at 5.9 µM; actives 0.16% (n = 320,000);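 active means inhibition above the mean of all tested compounds plus 3 SD, set per campaign, cut at about 14% in these data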;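 further: inhibitors block serine hydrolase probe labeling of LYPLA1 so polarization falls; 0% = enzyme with DMSO and 100% = wells lacking LYPLA1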
GSTO1 counter = inhibitors of recombinant GSTO1, primary screen, counter-screen for RBBP9 inhibitor project, biochemical, fluorescence polarization. Glutathione S-transferase omega-1 (Homo sapiens), P78417. activity-based probe fluorescence polarization. inhibition, % at 5.96 µM. actives 1.1% (n = 300,000). AID 1974, 2009;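 active means inhibition above the campaign mean inhibition plus 3 SD, cut at about 35% in these data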;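 further: 0% = GSTO1-1 with DMSO and 100% = wells lacking GSTO1-1 enzyme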
Active calls of the source: *; . = no result given. Some of the compounds tested; rates above refer to the full screens.

SMILES | PREPL inhibitor | PAFAH2 FP inh | EBNA-1 inhibitor | ZTA DNA inh | PAD4 FP inh | LYPLA2 inh | PAFAH1B3 FP inh | LYPLA1 inh | GSTO1 counter
CCc1ccc2c(c1)[C@H]1OCC[C@H]1[C@@H](c1cccs1)N2 | 12 | -2 | -2 | -17 | 1 | 1 | 6 | -1 | 11
C=CCNC(=O)/C(C#N)=C/c1c(N2CCN(c3ccccc3)CC2)nc2c(C)cccn2c1=O | 24 | -5 | 4 | -2 | 2 | -3 | 1 | -1 | 0
COc1ccc(Cl)cc1C(=O)OCC(=O)N(CC(C)C)c1c(N)n(Cc2ccccc2)c(=O)[nH]c1=O | -5 | -1 | -5 | -10 | -1 | -5 | 3 | -2 | 1
COc1ccccc1N1CCN(CCCn2c(=S)[nH]c3ccccc3c2=O)CC1 | -15 | 0 | 14 | -5 | -6 | 4 | -2 | 0 | 2
COc1cc2cc(CCCOC(=O)c3ccc(C(F)(F)F)cc3)oc(=O)c2cc1OC | -20 | -4 | . | 9 | -1 | -3 | 10 | 2 | .
C#CCOCCOCCOCCNc1nc(N2CCN(C(=O)C([C@@H](C)O)n3cc([C@@H](N)CCCCN)nn3)CC2)nc(N2CCN(C(=O)[C@H](CC(N)=O)n3cc(C(N)[C@@H](C)CC)nn3)CC2)n1 (some centres not stated) | 14 | 0 | . | . | 2 | . | 9 | . | .
NC(=O)c1ccc(N2CCNC(=O)C2)c([N+](=O)[O-])c1 | 3 | -3 | -3 | -7 | -4 | -1 | 4 | -1 | 0
COc1ccc(C/C(=N\O)c2ccc(OC)cc2)cc1 | 0 | -4 | 1 | 19 | -1 | 2 | -4 | -3 | 3
CCOC(=O)c1nc2cc3n(c(CC(C)C)c-2c1C)CC(C)=C3C | 13 | -5 | 1 | -2 | -3 | -6 | 3 | 2 | -2
COc1ccc(C(=O)NC(=S)Nc2ccc(CN3CCOCC3)cc2)cc1Br | -13 | 4 | 3 | 12 | -2 | 44* | 11 | 15* | 3
CC(C)n1ncc2c(C(=O)NCC(=O)Nc3ccccc3Br)cc(C3CC3)nc21 | 8 | 3 | . | -1 | -1 | -6 | 8 | -6 | .
COCCNC(=O)c1cccc(OC2CCN(C(C)COc3ccccc3)CC2)c1 (configuration not stated) | -5 | 0 | 5 | 0 | 0 | -2 | 11 | -2 | -1
O=C(Nc1ccc(F)cc1)c1cccc(N2C(=O)C3C4C=CC(C5CC45)C3C2=O)c1 (configuration not stated) | -8 | 5 | -4 | -4 | -1 | 4 | 3 | 0 | -4
COCC(C)n1c(C)cc(C(=O)CN2c3cccc4cccc(c34)S2(=O)=O)c1C (configuration not stated) | 3 | 2 | . | 0 | 0 | 5 | -6 | 0 | .
COCCCNc1nc(N)c([N+](=O)[O-])c(Nc2ccccc2OC)n1 | -2 | . | 0 | 5 | 4 | -9 | . | -3 | -6
CCOc1ccc(NC(=O)CN(c2ccc(OC)c(OC)c2)S(=O)(=O)c2ccc(C)cc2)cc1 | -16 | 5 | 10 | 8 | -4 | 7 | 1 | 0 | -3
O=C(CN1CCN(c2ccccc2Cl)CC1)NC1CCCc2ccccc21 (configuration not stated) | -1 | 0 | -3 | -7 | 7 | -6 | 1 | -3 | -2
O=C(Nc1cccc(C(=O)Nc2ccc(Br)cc2)c1)c1ccccc1 | -5 | -12 | 33* | 18 | -4 | -12 | 4 | -6 | -11
C=CCn1c(SCC(=O)Nc2ccc3c(c2)CCC3)nnc1-c1cccs1 | -29 | 8 | -2 | 11 | -1 | 9 | -5 | -1 | -1
O=S(=O)(/N=C/c1c(O)ccc2ccccc12)c1cccs1 | 2 | . | 4 | -1 | -5 | 7 | . | 1 | 29

A few values from the results shown.
C=CCNC(=O)/C(C#N)=C/c1c(N2CCN(c3ccccc3)CC2)nc2c(C)cccn2c1=O in PAD4 FP inh shows 2
O=C(Nc1ccc(F)cc1)c1cccc(N2C(=O)C3C4C=CC(C5CC45)C3C2=O)c1 (configuration not stated) in EBNA-1 inhibitor shows -4
COCC(C)n1c(C)cc(C(=O)CN2c3cccc4cccc(c34)S2(=O)=O)c1C (configuration not stated) in PAFAH1B3 FP inh shows -6
O=S(=O)(/N=C/c1c(O)ccc2ccccc12)c1cccs1 in LYPLA1 inh shows 1
CC(C)n1ncc2c(C(=O)NCC(=O)Nc3ccccc3Br)cc(C3CC3)nc21 in PAD4 FP inh shows -1
COc1ccccc1N1CCN(CCCn2c(=S)[nH]c3ccccc3c2=O)CC1 in PAFAH1B3 FP inh shows -2
NC(=O)c1ccc(N2CCNC(=O)C2)c([N+](=O)[O-])c1 in PREPL inhibitor shows 3

(next part)
SMILES | PREPL inhibitor | PAFAH2 FP inh | EBNA-1 inhibitor | ZTA DNA inh | PAD4 FP inh | LYPLA2 inh | PAFAH1B3 FP inh | LYPLA1 inh | GSTO1 counter
COc1ccc(/C=C/C(=O)NC(=S)NNC(=O)c2cc(OC)c(OC)c(OC)c2)cc1 | -8 | -1 | -4 | 13 | 4 | -4 | -3 | -4 | -7
O=C(CN1C(=O)CCSc2ccc(S(=O)(=O)N3CCOCC3)cc21)Nc1ccccc1Cl | -7 | 3 | -3 | 11 | -4 | 1 | 3 | -1 | -3
CCn1cc(CNC(=O)CCSc2nc(-c3ccco3)cc(C(F)(F)F)n2)cn1 | 0 | . | -6 | 2 | -4 | 1 | . | -2 | 0
Cc1cc(NC(=O)CSc2nc3c(sc4ccccc43)c(=O)n2CCc2ccccc2)n[nH]1 | -17 | -50 | 13 | 5 | -1 | -19 | -42 | -7 | -17
CCN(CC)S(=O)(=O)c1ccc(OC)c(NS(=O)(=O)Cc2ccccc2)c1 | 3 | 1 | -3 | -2 | -2 | -4 | 3 | 0 | -3
CSCCC(NS(=O)(=O)c1ccc2c(c1)oc(=O)n2C)C(=O)NCc1ccc(C)cc1 (configuration not stated) | 3 | -6 | 15 | 6 | 1 | 4 | -2 | -1 | -3
CCSc1nc(-c2cccs2)nc2ccccc12 | 14 | -11 | -4 | 15 | -4 | 4 | 7 | 6 | -4
C[C@@H](NC(=O)c1nc[nH]c1C(=O)N1CCN(c2ccccc2)CC1)c1ccccc1 | 19 | -3 | . | 1 | -6 | -7 | 9 | -1 | .
CN(Cc1c(C(=O)N2CCc3ccccc3C2)nc2ccc(Cl)cn12)C(C1CC1)C1CC1 | 17 | 3 | -11 | -12 | 0 | 0 | -1 | 2 | -6
NS(=O)(=O)c1ccc(CNC(=O)CSc2nc3ccc(Cl)cc3[nH]2)cc1 | 2 | -5 | -1 | -26 | -2 | 0 | 9 | 2 | -9
Cc1ccc2c(c1)N(CC(=O)NCCc1c[nH]c3ccccc13)C(=O)CO2 | 8 | 6 | -5 | -4 | -1 | 4 | 3 | -1 | 2
Cn1c(SCC(=O)C(C)(C)C)nnc1-c1ccncc1 | 20 | -6 | -3 | 3 | -6 | -5 | 3 | 0 | 0
O=C1Nc2ccc(Br)cc2C1(O)Cc1ccccn1 (configuration not stated) | 15 | 5 | 6 | -24 | 1 | 3 | 3 | 1 | 0
Cc1nn(Cc2c(Cl)cccc2Cl)c(C)c1NC(=O)c1cc(C(C)C)on1 | 5 | 3 | -16 | 0 | -8 | 5 | 9 | -2 | -7
CCCc1ccc2c(N)c(C#N)sc2n1 | 8 | -8 | 0 | 5 | 0 | 3 | -10 | -2 | 4
COc1cccc(/C=N/NC(=O)c2ccc3nc[nH]c3c2)c1 | -3 | -4 | -3 | 1 | -4 | -7 | 5 | -3 | 3
O=C(NCCO)c1ccc2c3n(nc2c1)-c1ccc(Cl)cc1CO3 | 5 | -3 | 2 | -23 | -2 | 10 | 11 | 0 | -5
CC(=O)NC1(C(F)(F)F)C(=O)N(Cc2ccccc2)C2=C1C(=O)CC(C)(C)C2 (configuration not stated) | 5 | 0 | -8 | -5 | 5 | -4 | 4 | -1 | 3
C/C(=N\NC(=S)Nc1ccc(C(C)C)cc1)c1ccc2c(c1)OCO2 | 4 | 5 | -1 | 13 | -1 | -3 | 2 | -5 | -13
Cc1ccc(C)c(S(=O)(=O)N2CCC(c3nc4c(nnn4Cc4ccc(F)cc4)c(=O)[nH]3)CC2)c1 | -17 | -3 | 3 | 6 | 1 | -8 | -3 | -5 | 4

Taken from the entries so far, 3 compounds:
SMILES | PREPL inhibitor | PAFAH2 FP inh | EBNA-1 inhibitor | ZTA DNA inh | PAD4 FP inh | LYPLA2 inh | PAFAH1B3 FP inh | LYPLA1 inh | GSTO1 counter
CC(=O)NC1(C(F)(F)F)C(=O)N(Cc2ccccc2)C2=C1C(=O)CC(C)(C)C2 (configuration not stated) | 5 | 0 | -8 | -5 | 5 | -4 | 4 | -1 | 3
C/C(=N\NC(=S)Nc1ccc(C(C)C)cc1)c1ccc2c(c1)OCO2 | 4 | 5 | -1 | 13 | -1 | -3 | 2 | -5 | -13
Cc1ccc(C)c(S(=O)(=O)N2CCC(c3nc4c(nnn4Cc4ccc(F)cc4)c(=O)[nH]3)CC2)c1 | -17 | -3 | 3 | 6 | 1 | -8 | -3 | -5 | 4

Remaining list, next part.
SMILES | PREPL inhibitor | PAFAH2 FP inh | EBNA-1 inhibitor | ZTA DNA inh | PAD4 FP inh | LYPLA2 inh | PAFAH1B3 FP inh | LYPLA1 inh | GSTO1 counter
COc1ccc(S(=O)(=O)N2CCCCCC2)cc1C(=O)N(C)Cc1cccc(OC)c1OC | -2 | 5 | 8 | 0 | 0 | 1 | -4 | 0 | 4
O=C(O)c1cccc(NC(=O)C2C3C=CC(C3)C2C(=O)O)c1 (configuration not stated) | 11 | 8 | -1 | -3 | -4 | -6 | 0 | -5 | 3
CCc1ccc(C(=O)CCC2CCCCC2=O)cc1 (configuration not stated) | 10 | -5 | 14 | -4 | 0 | 8 | 3 | 2 | 2
Cc1cccc(-n2c(O)c(C=Nc3ccccc3-c3n[nH]c(=S)[nH]c3=O)c3ccccc3c2=O)n1 | 15 | -3 | -3 | -10 | -1 | 3 | -1 | 1 | 8
c1ccc(Cn2nnnc2CN2CCOCC2)cc1 | 1 | 1 | 0 | 10 | -3 | -8 | 2 | -4 | 7
O=C(CSc1n[nH]c(=O)n1-c1ccccc1)Nc1ccccc1C(F)(F)F | -1 | 2 | -4 | -14 | 0 | -1 | 5 | -1 | 4
CCOc1ccc(N(CC(=O)NC2CCCCCC2)S(=O)(=O)c2c(C)[nH]c(=O)[nH]c2=O)cc1 | 2 | 10 | -4 | -3 | 1 | 7 | 6 | 4 | 4
Cn1c(=O)c2c(nc(CN3CCc4ccccc4C3)n2Cc2cccc(Cl)c2)n(C)c1=O | 2 | 3 | 1 | -1 | -2 | 1 | -7 | -1 | 0
COc1cc(CC(=O)Nc2cccc(C(F)(F)F)c2)cc(OC)c1OC | 5 | -2 | 3 | -7 | -2 | 0 | -6 | -4 | 4
CN1CC2([N+](=O)[O-])CC=C(OCCO)C([N+](=O)[O-])(C1)C2 (configuration not stated) | 3 | 0 | 9 | -9 | -9 | 6 | 17 | -1 | -3
